# Source: PubChem BioAssay
# RAD54 branch: RAD54 (human) branch migration inhibition | AID 602329 | inhibition, % at 10.4 µM | RAD54 Holliday junction branch migration, FAM/BHQ fluorescence | actives 0.14% (n = 360,000) | Q92698;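 active = mean normalized replicate activity at least 40 and at least half of replicates scoring 40 or more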;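 note: 0% = median of neutral control wells and 100% = median of positive control wells; inhibitors cause a drop in the FAM fluorescence signal; in these data hits start at about 50%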
# INS-1E GSIS act: primary screen for activators of insulin secretion dependent on glucose, INS-1E cells, GLuc reporter luminescence; INS-1E GLuc reporter insulin secretion, 2-3 h; activation, % at 16.6 µM; actives 0.61% (n = 370,000); AID 743287;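 active = lowest replicate activation of at least 40%, so every replicate reaches that level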;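 note: 0% = median of neutral control wells and 100% = median of IBMX positive control wells; some compounds called inactive have numbers as strong as hits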
# esBAF inh: inhibitors of esBAF chromatin remodeling in mouse ES cells; AID 602393; actives 2% (n = 350,000); Bmi1-luciferase knock-in reporter, 24 h; 100% = twice the neutral-well signal; reporter increase, % at 12.5 µM; in the data active = activation above about 40%;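 note: 0% = median of the plate's neutral control wells and 100% = double that signal; a rise in the Bmi1 reporter signal indicates esBAF inhibition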
# XiGFP reactiv: reactivates the inactive X chromosome in mouse fibroblasts; actives 0.055% (n = 360,000); activation, % at 7.58 µM; AID 743238; XiGFP mouse fibroblasts, % GFP-positive cells imaging, 3 d; cells co-treated with 5-aza-dC sensitizer; scaled so ellipticine positive control = 100%;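 active = mean normalized replicate activation at least 10% and every replicate at or above 10%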;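 note: 0% = median of on-plate neutral control wells and 100% = ellipticine 6 µM median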
#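 Schedule: 3 d treatment, 15 min room-temperature fixation; system: 68-5-11 XiGFP fibroblast line; buffer or medium: DMEM plus 5-aza-dC sensitizer; control set: ellipticine 6 µM positive control; compound: one concentration, pinned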
# RAD52 anneal inh: RAD52 (human) annealing inhibition | P43351 | recombinant RAD52 DNA annealing, FRET fluorescence | inhibition, % at 18.7 µM | actives 0.46% (n = 360,000) | AID 651710;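 active = every replicate showing at least 50% inhibition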
# Target sequence (P43351 whole entry, looked up): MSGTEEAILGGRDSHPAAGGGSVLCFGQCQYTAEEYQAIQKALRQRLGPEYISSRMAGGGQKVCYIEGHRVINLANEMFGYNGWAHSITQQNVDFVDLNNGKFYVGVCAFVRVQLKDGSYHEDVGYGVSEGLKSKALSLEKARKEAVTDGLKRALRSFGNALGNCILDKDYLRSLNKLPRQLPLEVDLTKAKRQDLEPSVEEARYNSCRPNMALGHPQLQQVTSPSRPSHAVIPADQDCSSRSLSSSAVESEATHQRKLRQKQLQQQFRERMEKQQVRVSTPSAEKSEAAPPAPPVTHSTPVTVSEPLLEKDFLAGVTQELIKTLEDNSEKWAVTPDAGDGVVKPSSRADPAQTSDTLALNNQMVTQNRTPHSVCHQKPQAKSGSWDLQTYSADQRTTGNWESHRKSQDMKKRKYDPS
# ERAP1 HTS inh: inhibitors of human ERAP1 aminopeptidase. recombinant ERAP1, Leu-AMC fluorescence, 60 min. actives 0.15% (n = 340,000). inhibition, % at 10.7 µM;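 active = mean replicate inhibition of at least 30%, or all replicates individually reaching that 30% level; inactive = mean below 30% and not every replicate reaching it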;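 note: 0% = neutral control wells and 100% = L-leucinethiol positive control wells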
# CFTR F508del cor: CFTR F508del correction in bronchial cells; CFBE cells, YFP halide quenching; stimulated with forskolin plus potentiator P3; % fluorescence drop versus neutral controls; activity (quench increase), % at 7.58 µM; actives 0.36% (n = 350,000); AID 720511;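 active = mean added fluorescence quench of at least 8% versus neutral control, with both replicates also reaching 8%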;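 note: cells transiently co-express mutant CFTR-F508del with the halide-sensitive YFP; corrector assay measuring rescue of mutant channel to the surface after 24 h compound exposure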
# ARNT TACC3 PPI: disrupts binding between human ARNT and TACC3 | Q9Y6A5 | AlphaScreen His-ARNT PAS-B/GST-TACC3 binding, luminescence; TACC3 fragment carries E629A point mutation | inhibition, % at 9.99 µM | actives 0.66% (n = 390,000) | AID 623870;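 active = mean inhibition of replicates at least 50% and at least half of replicates each reaching 50%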;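 note: 0% = complete ARNT plus TACC3 wells and 100% = ARNT alone without TACC3; many hits fall short of the cut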
# The depositor's hits bear a star; nt = no result given; & = joins results of further samples.
[1] CCN(CC(=O)Nc1c(F)cccc1F)C(=O)CCN1C(=O)C2CCCCC2C1=O (configuration not stated)
[2] N#C[C@@H]1[C@@H](c2ccc(-c3cncnc3)cc2)[C@H](CO)N1C(=O)C1CCCC1
[3] Cc1cc(=O)oc2cc(OCC(=O)N3CCCC3)ccc12
[4] CC(C)C#Cc1ccc([C@H]2[C@@H](C#N)N(C(=O)c3cccc(F)c3)[C@H]2CO)cc1
[5] O=C(NCCCN1CCOCC1)c1ccc2c(c1)N(Cc1ccccc1)C(=O)c1ccccc1S2
[6] CC(C)CN1CC(C)C(=O)NC1=S (configuration not stated)
[7] O=S(=O)(c1ccccc1)c1ncc(C(F)(F)F)cc1Cl
[8] CCN(CC)S(=O)(=O)c1cc(NC(=O)COC(=O)C2CCC2)ccc1C
Screen / compound no.	1	2	3	4	5	6	7	8
RAD54 branch	nt	-19.9	-14.0	-0.6	-1.0	nt	3.4	0.0
INS-1E GSIS act	12.9	14.6	-11.7	-11.3	-2.5	-0.6	17.6	-7.8
esBAF inh	nt	-1.6	-3.9	2.5	1.3	nt	-2.8	-6.2
XiGFP reactiv	-0.1	-0.1	0.2	0.1	0.3	0.0	0.0	0.0
RAD52 anneal inh	-19.3	-11.9	-7.7	-0.5	-20.0	-8.6	-5.0	-9.1
ERAP1 HTS inh	-0.8	1.3	0.7	2.0	-0.7	-2.1	4.8	-0.9
CFTR F508del cor	3.5	-1.5	-3.7	1.6	0.4	3.8	-3.6	2.1
ARNT TACC3 PPI	-0.5	-9.9	0.7	-5.6	-0.3	-7.6	-6.9	-0.4

# Two records picked at random from the list so far:
[3] Cc1cc(=O)oc2cc(OCC(=O)N3CCCC3)ccc12
[8] CCN(CC)S(=O)(=O)c1cc(NC(=O)COC(=O)C2CCC2)ccc1C
Screen / compound no.	3	8
RAD54 branch	-14.0	0.0
INS-1E GSIS act	-11.7	-7.8
esBAF inh	-3.9	-6.2
XiGFP reactiv	0.2	0.0
RAD52 anneal inh	-7.7	-9.1
ERAP1 HTS inh	0.7	-0.9
CFTR F508del cor	-3.7	2.1
ARNT TACC3 PPI	0.7	-0.4

# (list continues)
[9] Cc1ccc(S(=O)(=O)Nc2ccc3c(c2)C(=O)N([C@H](C)CO)C[C@H](C)[C@@H](CN(C)C(=O)Nc2ccc4c(c2)OCO4)O3)cc1
[10] COc1ccccc1CN1[C@@H]2CN(C(=O)c3cccnc3)c3ccccc3[C@@H]2[C@@H]1CO
[11] CCN(CC)CC(=O)Nc1ccc2c(c1)Nc1ccccc1CC2
[12] O=C(NCc1ccccc1)C(c1ccc(-c2ccccc2)cc1)N1CCN(C(=O)C2CCCO2)CC1 (configuration not stated)
[13] COc1ccc(NC(=O)N(C)C[C@H]2Oc3ccc(NS(C)(=O)=O)cc3C(=O)N([C@H](C)CO)C[C@H]2C)cc1
[14] O=C(CCN1C(=O)C2CC=CCC2C1=O)Nc1cccc(S(=O)(=O)N2CCCCC2)c1 (configuration not stated)
[15] Cc1ccc(NC(=O)c2ncn(CCCNCc3ccccc3)n2)cc1C
[16] CC(C(=O)N(C)C1CCS(=O)(=O)C1)N1C(=O)/C(=C/c2cccs2)SC1=S (configuration not stated)
Screen / compound no.	9	10	11	12	13	14	15	16
RAD54 branch	-1.2	-9.5	2.4	nt	-9.9	4.8	-8.7	-3.2
INS-1E GSIS act	18.6&-5.4	8.1	-16.4	-42.5	5.1	-12.1	-9.2	-0.3
esBAF inh	4.3	-2.1	6.0	nt	2.1	-3.4	5.0	9.9
XiGFP reactiv	-0.1&0.0	0.0	nt	0.6	-1.2	0.2	-0.2	0.1
RAD52 anneal inh	-12.6	-1.6	26.6	-4.9	5.8	-8.5	-18.7	-5.3
ERAP1 HTS inh	0.0	4.6	4.5	-0.1	0.0	1.5	6.9	5.7
CFTR F508del cor	-2.1	0.6	nt	-3.1	-1.0	4.3	2.1	-3.3
ARNT TACC3 PPI	2.1	-2.1	22.0	nt	-8.7	-2.0	-4.6	-0.8

[17] Cc1ccc(S(=O)(=O)N2CCN(C(=O)COC(=O)c3c(C)noc3C)CC2)c(C)c1
[18] COC(=O)c1ccc2nc(C3CCCCC3)c(Cc3ccc(C)cc3)n2c1
[19] O=C(Cn1cnc2c(nnn2Cc2ccccc2)c1=O)N1CCN(c2ccccc2)CC1
[20] CS(=O)(=O)N1CC2(C1)[C@H](c1ccccc1)[C@@H](CO)N2Cc1ccccn1
[21] Cc1ccc(S(=O)(=O)Nc2cccc3c2O[C@H](CN(C)S(=O)(=O)c2ccc(C)cc2)[C@H](C)CN([C@H](C)CO)C3=O)cc1
[22] C[C@@H]1CN([C@H](C)CO)C(=O)c2cccc(NC(=O)C3CCOCC3)c2O[C@H]1CN(C)S(C)(=O)=O
[23] O=C(c1ccc(CS(=O)c2ccccc2Cl)o1)N1CCCCCC1 (configuration not stated)
[24] C[C@@H]1CN([C@H](C)CO)C(=O)c2cc(NC(=O)Nc3cccc4ccccc34)ccc2O[C@@H](C)CCCCO[C@@H]1CN(C)C(=O)c1ccccc1
Screen / compound no.	17	18	19	20	21	22	23	24
RAD54 branch	8.1	6.0	-2.4	nt	-1.7	-4.5	2.6	2.7
INS-1E GSIS act	-7.0	-5.7	8.1	5.3	-5.3	12.0	16.0	1.9
esBAF inh	0.8	-7.8	-7.8	nt	0.8	-2.2	10.7	0.9
XiGFP reactiv	-0.2	0.9	0.0	0.1	0.4	-0.1	0.2	0.3
RAD52 anneal inh	-6.8	-34.1	-51.2	-13.5	-15.3	0.2	-7.9	-10.2
ERAP1 HTS inh	nt	0.9	4.9	-3.2	-2.5	-1.0	3.8	0.0
CFTR F508del cor	1.2	4.7	-2.6	-2.5	0.9	-0.6	0.2	0.9
ARNT TACC3 PPI	-1.9	nt	-1.1	nt	4.4	-0.9	-1.6	-1.7

[25] COc1ccc(CN2C[C@H](C)[C@@H](OC)CN(C)C(=O)c3ccc(NC(=O)c4nc5ccccc5s4)cc3OC[C@H]2C)cc1
[26] Cc1cc(Cl)ccc1-c1cc2nc(NCCCN(C)C)n(C)c(=O)c2s1
[27] CSc1nc(N2CCN(c3ccccc3)CC2)cc(N2CCN(c3ccccc3)CC2)n1
[28] COc1ccc(-c2nc3ccccn3c2Cl)cc1
[29] Cc1cccc(N=C2NC(=O)/C(=C/c3cn(C)c4ccccc34)S2)c1
[30] CC(O)(c1ccc(F)c(F)c1)c1nc(-c2cccc(C#N)c2)cs1 (configuration not stated)
[31] CC(C)c1ccc(N(CC(=O)NCc2cccnc2)S(=O)(=O)c2ccccc2)cc1
[32] Cc1ccc(-c2ccc([C@@H]3[C@H](CO)N4CCCCN(Cc5ccccn5)C[C@@H]34)cc2)cc1
Screen / compound no.	25	26	27	28	29	30	31	32
RAD54 branch	-5.4	23.8	-0.8	9.1	nt	-2.8	-6.2	8.0
INS-1E GSIS act	-34.7	nt	-5.2	11.8	-24.5	-39.2	-9.9	0.6
esBAF inh	36.3	-8.1	-2.7	-6.3	2.1	-4.7	0.3	9.3
XiGFP reactiv	0.0	-0.1	0.0	0.1	0.0	0.2	0.0	0.2
RAD52 anneal inh	-12.6	41.5	-14.3	7.0	nt	3.2	6.7	nt
ERAP1 HTS inh	1.0	5.2	-2.9	-1.0	nt	-1.4	-1.6	nt
CFTR F508del cor	1.0	-4.0	-1.9	5.2	nt	2.8	-3.2	-2.0
ARNT TACC3 PPI	20.6	nt	-1.5	8.8	-35.8	nt	-2.6	19.4

[33] COc1ccc(OCC(=O)Nc2cccc(-c3nc4ccccc4[nH]3)c2)cc1
[34] CO[C@H]1CN(C)C(=O)c2cc(NC(=O)Nc3ccc4c(c3)OCO4)ccc2OC[C@H](C)NC[C@H]1C
[35] O=C1OC(/C=C/c2ccccc2)=NC/1=C/C=C/c1ccccc1
[36] CC1C(=O)OC2C1CCC1(C)CCC(=O)C(C)C21 (configuration not stated)
[37] C[C@H]1CN([C@@H](C)CO)C(=O)Cc2cc(NS(=O)(=O)c3cccs3)ccc2O[C@@H]1CN(C)Cc1ccc(C(=O)Nc2ccccc2N)cc1
[38] O=C1CC(c2ccccc2)(c2ccccc2)c2ccccc21
[39] CC(C)c1ccc(NC2CCCN(C(=O)CN3CCCCC3=O)C2)cc1 (configuration not stated)
[40] C[C@H](CO)N1C[C@H](C)[C@@H](CN(C)S(=O)(=O)c2ccc(Cl)cc2)Oc2ccc(NC(=O)CCCN(C)C)cc2C1=O
Screen / compound no.	33	34	35	36	37	38	39	40
RAD54 branch	-8.1	-1.1	-0.1	2.0	nt	nt	-5.9	-1.9
INS-1E GSIS act	8.4	-5.0	10.6	-1.8	11.6	-3.0	-7.6	11.8
esBAF inh	24.9	44.0*	nt	-8.6	nt	-5.0	-6.4	1.6
XiGFP reactiv	nt	0.2	-0.2	0.1	0.0	0.4	1.4	-0.7
RAD52 anneal inh	-6.2	-145.6	nt	-3.7	13.0	-9.0	2.3	-4.4
ERAP1 HTS inh	-5.1	4.9	nt	6.9	-1.5	-0.7	2.5	-0.4
CFTR F508del cor	nt	1.3	nt	-3.3	0.4	-2.0	-3.5	0.6
ARNT TACC3 PPI	9.1	2.6	-5.3	-5.0	nt	nt	nt	-4.5

[41] COc1ccc(-c2cc3ccccc3nc2N)cc1OC
[42] COc1ccc(S(=O)(=O)Nc2ccc3c(c2)C(=O)N([C@@H](C)CO)C[C@@H](C)[C@@H](CN(C)C(=O)Nc2c(C)noc2C)OCCCC[C@H](C)O3)cc1
[43] CCOc1ccc(-c2nc(S(=O)(=O)c3ccccc3)c(N3CCOCC3)o2)cc1
[44] C=CCN1C(=O)/C(=C/C(=O)OC)S/C1=N\NC(=O)c1ccccc1
[45] COc1ccccc1C(=O)NC1CC2CCC(C1)N2Cc1ccccc1 (configuration not stated)
[46] C[C@@H]1CN([C@@H](C)CO)C(=O)Cc2cc(NC(=O)Nc3ccc4c(c3)OCO4)ccc2O[C@H]1CN(C)Cc1ccc(C(F)(F)F)cc1
[47] CCOCCCn1c(SCC(=O)/C(C#N)=C(\C)N)nc2ccccc2c1=O
[48] CCOc1ccc(C(=O)CCC(=O)Nc2cc(C)ccn2)cc1
Screen / compound no.	41	42	43	44	45	46	47	48
RAD54 branch	5.8	-10.9	nt	1.4	3.5	-3.4	-9.6	-0.6
INS-1E GSIS act	6.9	-5.3	4.4	-2.4	12.1	-8.0	6.7	8.2
esBAF inh	2.2	1.6	nt	nt	0.6	0.8	nt	31.5
XiGFP reactiv	0.1	0.1	0.3	0.0	0.0	-0.1	0.0	0.0
RAD52 anneal inh	-12.7	-0.2	6.3	-2.7	-0.9	-6.5	-6.5	-29.2
ERAP1 HTS inh	-1.0	-0.2	3.9	-0.6	-4.6	2.3	2.5	-2.3
CFTR F508del cor	nt	1.4	-4.7	-3.9	1.9	0.1	3.8	2.0
ARNT TACC3 PPI	-0.1	-5.4	5.2	nt	1.3	-2.1	-9.7	2.0

[49] COc1ccccc1NC(=O)N[C@@H]1CC[C@@H](CCNS(=O)(=O)c2ccccc2)O[C@@H]1CO
[50] C[C@@H]1CCCCO[C@@H](CN(C)S(=O)(=O)c2cccs2)[C@H](C)CN([C@H](C)CO)C(=O)c2cc(NC(=O)Cc3ccccc3)ccc2O1
[51] CCn1c(=O)n(CC)c2cc(S(=O)(=O)N3CCC(c4ccccc4)CC3)ccc21
[52] CC(O)C1CCC2C3CCC4CC(O)CCC4(C)C3C(=O)CC12C (configuration not stated)
Screen / compound no.	49	50	51	52
RAD54 branch	3.9	4.2	9.1	0.8
INS-1E GSIS act	10.7	-18.2	-22.8	nt
esBAF inh	3.5	18.9	2.9	-4.3
XiGFP reactiv	-0.7	0.1	nt	nt
RAD52 anneal inh	0.5	nt	-7.7	-11.7
ERAP1 HTS inh	-0.7	nt	0.9	1.7
CFTR F508del cor	-2.9	1.3	nt	3.0
ARNT TACC3 PPI	1.1	12.7	2.8	-18.3
